Dyrk1A ADPGlo = blocks rat Dyrk1A kinase activity; actives 0.43% (n = 310,000); ADP-Glo luminescence, NFATc1 peptide; inhibition, % at 12.5 µM; AID 504441; in the data active = inhibition above about 50%;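 note: plate controls were vehicle with enzyme for no effect and no enzyme for full effect; many of its hits are not listed in these tables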
KCNK3 inh = human KCNK3 channel inhibition, primary screen; AID 602410; CHO-KCNK3 thallium flux, FluxOR fluorescence; stronger effect = lower value; actives 0.84% (n = 340,000); B-score at 10 µM;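 active = B-score under library mean minus 4 SD, starting fluorescence ratio at most library mean plus 5 SD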;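 note: more negative B-score means stronger inhibition of thallium flux through KCNK3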
KCNK9 block = blocks the human KCNK9 two-pore domain potassium channel. HEK293 KCNK9, FluxOR thallium flux fluorescence; stronger effect = lower value. B-score at 10 µM. actives 1.2% (n = 310,000). Q9NPC2;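 active = ratio B-score over 3 SD below the library mean, with starting fluorescence within 5 SD of its mean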;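 note: negative B-score means less thallium flux so channel inhibition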
Target sequence (Q9NPC2 whole entry, looked up, the tested form may be a part): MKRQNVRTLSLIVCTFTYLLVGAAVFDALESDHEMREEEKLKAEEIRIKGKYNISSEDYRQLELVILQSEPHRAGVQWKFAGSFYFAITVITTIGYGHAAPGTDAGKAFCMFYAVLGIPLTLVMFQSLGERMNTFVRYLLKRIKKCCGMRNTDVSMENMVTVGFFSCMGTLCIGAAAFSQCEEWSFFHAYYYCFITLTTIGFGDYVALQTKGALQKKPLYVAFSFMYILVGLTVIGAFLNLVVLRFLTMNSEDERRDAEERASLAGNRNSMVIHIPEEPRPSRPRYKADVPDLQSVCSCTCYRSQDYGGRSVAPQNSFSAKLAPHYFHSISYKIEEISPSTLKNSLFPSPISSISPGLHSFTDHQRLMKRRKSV
KCNQ1 pot = human KCNQ1 channel potentiation or activation | P51787 | CHO-K1 KCNQ1, thallium flux FluxOR fluorescence; stronger effect = higher value | B-score at 10 µM | actives 0.35% (n = 310,000) | AID 2648;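 active = fluorescence ratio B-score, a plate-corrected score, at least three library SD, with initial intensity B-score within 5 SD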
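System: Stable KCNQ1 CHO-K1 line | Incubation: 90 min dye loading and 20 min compound exposure, both at room temperature | Measure: Ratio B score | Medium: Assay buffer for compound exposure, DMSO matched across wells | Compound dosing: Single-concentration screen | Probe or stimulus: K+/Tl+ depolarizing stimulus | Measured by: Kinetic FluxOR fluorescence, 10 s baseline plus 110 s post-stimulus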
GSK3 alpha inh = inhibitors of human GSK-3 alpha kinase. P49840. ADP-Glo luminescence, 60 min. inhibition, % at 10 µM. actives 0.1% (n = 320,000);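 in the data active = inhibition above about 50%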;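 note: GST-tagged GSK-3 alpha with peptide substrate and 25 µM ATP; 0% = DMSO neutral wells and 100% = GW8510 positive control wells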
hERG protect = compounds protecting human hERG from proarrhythmic drug block; actives 0.51% (n = 310,000); CHO-hERG, FluxOR thallium flux, dofetilide IC70 present; Q12809; activation (rescue from dofetilide block), less the hit threshold, % at 10 µM;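 active = activation above the mean of controls blocked by dofetilide plus 5 SD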;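 note: thallium influx through hERG after potassium depolarization seen as dye fluorescence rise; in these data hits start at about 4.7%; inactives centre near -7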
RGS4 inh = human RGS4 inhibition; B-score at 10 µM; AID 463165; actives 0.45% (n = 310,000); HEK293 M3R/RGS4 inducible, Fluo-4 calcium flux; stronger effect = higher value; triggered by carbachol at its EC20; P49798;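 active = B-score, a plate-corrected calcium signal, over three deviations above library mean, with baseline fluorescence within five deviations of library mean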;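 note: RGS4 expression induced by doxycycline in cells with stable M3 receptor; B-score is computed from the integrated fluorescence ratio over baseline after carbachol; higher B-score means a larger calcium signal and so more RGS4 inhibition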
Target sequence (P49798 whole entry, looked up): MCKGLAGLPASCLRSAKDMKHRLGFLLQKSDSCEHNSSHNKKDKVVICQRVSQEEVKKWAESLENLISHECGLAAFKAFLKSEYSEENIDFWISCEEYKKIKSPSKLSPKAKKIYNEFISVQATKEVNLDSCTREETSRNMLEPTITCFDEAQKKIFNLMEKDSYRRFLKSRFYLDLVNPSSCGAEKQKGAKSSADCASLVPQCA
PolyA inhibitor = inhibitors of polyadenylation in S. cerevisiae; calls only at 12 µM; AID 1875; S. cerevisiae SKY197-pL101 polyadenylation reporter, beta-gal luminescence; efflux-impaired pdr1/pdr3 knockout yeast; score 100 = 6 SD above DMSO; actives 0.02% (n = 300,000);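 active = lowest replicate activity score at least 50, where 100 means six control SD above control mean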;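 note: yeast exposed to compound for 9 h at 30 °C; higher score means more reporter readthrough which indicates perturbed polyadenylation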
RGS4 act = potentiators or activators of RGS4; HEK293 M3R/inducible RGS4, carbachol calcium flux Fluo4; stronger effect = lower value; actives 0.92% (n = 310,000); B-score at 10 µM;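 active = B-score of the integrated calcium signal more than 4 SD below the library mean, with starting fluorescence not abnormally high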;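 note: negative B-score means reduced calcium response which marks RGS4 activation or potentiation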
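Detection: kinetic calcium fluorescence imaging with Fluo4-AM dye, 2 µM / Material: HEK293 cells with stable M3R and inducible RGS4 / Schedule: recording 10 s baseline at 1 Hz, 100 s post-agonist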
GSK3beta inhib = blocks human GSK3beta kinase activity | GST-GSK3beta kinase, ADP-Glo luminescence, 60 min; stronger effect = lower value | activity score (negative = inhibition), % at 10 µM | actives 0.038% (n = 300,000);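 active = more than half of replicate wells score below -50%, meaning over 50% inhibition versus plate controls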;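 note: 0% = median DMSO wells and -100% = median GW8510 positive control wells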
Target sequence (P49841 whole entry, looked up): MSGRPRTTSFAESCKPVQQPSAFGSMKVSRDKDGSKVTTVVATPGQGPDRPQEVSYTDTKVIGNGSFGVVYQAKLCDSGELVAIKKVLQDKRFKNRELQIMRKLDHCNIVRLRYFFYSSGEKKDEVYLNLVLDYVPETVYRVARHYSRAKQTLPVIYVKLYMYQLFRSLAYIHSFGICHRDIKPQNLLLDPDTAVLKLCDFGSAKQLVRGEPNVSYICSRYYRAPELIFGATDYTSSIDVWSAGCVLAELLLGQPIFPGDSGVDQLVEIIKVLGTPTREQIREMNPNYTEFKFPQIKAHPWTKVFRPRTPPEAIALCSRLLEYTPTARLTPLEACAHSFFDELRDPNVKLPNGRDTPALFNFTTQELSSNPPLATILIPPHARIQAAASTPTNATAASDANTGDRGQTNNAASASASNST
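Test system: GST-fused GSK3beta enzyme, cell-free | Quantity: 1.6 ng GST-GSK3beta enzyme per well | Reagent: 25 µM ATP with peptide substrate | Schedule: 60 min enzyme reaction, room temperature | Signal: Luminescent ADP-Glo measurement of ADP formed | Read-out basis: Score relative to plate controls | Control set: DMSO and 20 µM GW8510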
KCNQ1 block = inhibitors of human KCNQ1 potassium channel. B-score at 10 µM. P51787. AID 2642. actives 1.3% (n = 310,000). CHO-K1 KCNQ1, FluxOR thallium flux fluorescence; stronger effect = higher value;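 active = compounds whose thallium flux B-score, printed positive for inhibition, exceeds three library SD while starting fluorescence stays within three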;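 note: channel opened by potassium depolarization with thallium stimulus after 20 min compound exposure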
Active calls of the source: *; i = inactive; nt = not tested or not shown; & = joins results of further samples.

SMILES	Dyrk1A ADPGlo	KCNK3 inh	KCNK9 block	KCNQ1 pot	GSK3 alpha inh	hERG protect	RGS4 inh	PolyA inhibitor	RGS4 act	GSK3beta inhib	KCNQ1 block
CC(C)=C1C2CCC1C(C(=O)Nc1cc(C)cc(C)c1)C2C(=O)O (stereo not drawn)	-2	i	i	i	-8	-2	i	i	i	2	i
CC1(OC(=O)c2ccc(Cl)nc2)C(=O)C=C2C=C(c3ccc(C#N)cc3)OC=C2C1=O (stereo not drawn)	nt	nt	i	i	-4	-2	i	i	i	-4	i
COc1ccc(-c2nnc(SCC(=O)Nc3ccc(C(=O)O)cc3)n2-c2ccc(Cl)cc2)cc1	4	i	i	i	-5	-13	i	i	i	3	i
O=C(CN1CCCN(S(=O)(=O)c2ccc(Br)cc2)CC1)Nc1ccc2cn[nH]c2c1	nt	nt	i	i	nt	-16	i	i	i	-2	i
COC(=O)c1c(NC(=O)c2cccnc2Cl)sc(C(=O)N(C)C)c1C	0	i	i	i	0	-3	i	i	i	6	i
CC(=O)/C=C1\SC(CC(=O)O)C(=O)N1c1ccccc1 (stereo not drawn)	5	i	i	i	-4	-7	i	i	i	1	i
CC(=O)C(Sc1nc(N(C)C)nc(N(C)C)n1)C(=O)Nc1ccccc1 (stereo not drawn)	-2	i	i	i	0	-4	i	i	i	2	i
Cc1cc(C)c(S(=O)(=O)N2CCCCC2)cc1N(C)S(=O)(=O)c1ccc(Cl)cc1	-3	i	i	i	1	-6	i	i	i	3	i
Cn1c(=O)[nH]c(=O)c2c1nc(Br)n2CC(O)c1ccccc1 (stereo not drawn)	-1	i	nt	nt	-1	nt	nt	i	nt	2	nt
CC(C)C(NC(=O)c1ccc(C(C)(C)C)cc1)C(=O)NCC1(N(C)C)CCCCC1 (stereo not drawn)	-8	i	i	i	1	-5	i	i	i	-3	i
CC1(C)CC(=O)C2=C(C1)OC1=C(C(=O)CC(C)(C)C1)C2(C)C	nt	nt	i	i	0	0	i	i	i	-3	i
CCN1C(=O)[C@H]2[C@@H](c3ccc(C)cc3)N3C(=O)N(c4cccc(F)c4)C(=O)[C@@]3(C)[C@H]2C1=O	-1	i	i	i	-1	-7	i	i	i	-5	i
O=C(O)c1cccnc1Nc1ccc(Cl)cc1	-1	i	i	i	-2	-1	i	i	i	8	i
C#CCOCCOCCOCCNc1nc(N2CCN(C(=O)C([C@@H](C)CC)n3cc(C(N)COC(=O)C(F)(F)F)nn3)CC2)nc(N2CCN(C(=O)[C@H](CCCCN)n3cc(C(N)CC(C)C)nn3)CC2)n1 (stereo partly drawn)	nt	nt	i	i	11	-1	i	i	i	-15	i
COc1ccc(-c2csc(NC(=O)CC(NC(C)=O)c3ccccc3)n2)cc1OC (stereo not drawn)	-1	i	i	i	nt	-15	i	i	i	2	i
O=C(COc1coc(CN2CCN(c3ccccc3)CC2)cc1=O)NCC1CCCO1 (stereo not drawn)	-1	i	i	i	-2	-7	i	i	i	2	i
CN(C)CCOC(C1CCCCC1)C1CCCCC1	-6	i	i	i	-1	-8	i	i	-9.1*	-1	i
Cc1cccc(CCNC(=O)c2cccc3c2C(=O)N(C2CCCCC2)C3)c1	nt	i	i	i	-2	-16	i	i	i	3	i
CSc1ccccc1-c1nc(-c2ccncc2)no1	-2	i	i	i	1	-3	i	i	i	3	i
CCOc1ccc2oc(C(=O)Nc3cc(C)ccn3)c(C)c2c1	6	i	i	i	1	-12	i	i	i	2	i
Cc1ccccc1OCC(=O)N1N=C(c2cccnc2)CC1(O)C(F)(F)F (stereo not drawn)	1	i	i	i	-2	-2	i	i	i	3	i
Cc1cccc(OCCC(=O)Nc2ccc(F)c(Cl)c2)c1	3	i	i	i	-1	-9	i	i	i	-1	i
CC(=O)N1CCN(S(=O)(=O)c2cccc(C(=O)Nc3cc(C(F)(F)F)ccc3N3CCOCC3)c2)CC1	-5	i	i	i	-2	-14	i	i	i	-2	i
c1ccc(CSc2nnc3ccc(-c4cccs4)nn23)nc1	-2	i	i	i	3	-11	i	i	i	2	i
CCN1CCN(c2ccc(NC(=O)CCc3c(C)nc4c(-c5ccc(F)cc5)c(C)nn4c3C)cc2)CC1	-1	i	i	i	nt	-15	i	i	i	-1	i
CCN(CC)C(=O)CN1CCC(n2c(C)nc3cc(C(F)(F)F)ccc32)CC1	3	i	i	i	-3	-12	i	i	i	-1	i
C=CCN(Cc1nc(-c2ccccc2)no1)C(=O)c1ccoc1C	-4	i	i	i	-1	-15	i	i	i	0	i
CN1C(=O)c2ccc(N(C)C)cc2C1=O	13	i	i	i	-1	-10	i	i	i	0	i
O=C(CCCn1c(=S)[nH]c2ccsc2c1=O)NCCc1ccccc1	-4	i	i	i	2	-5	i	i	i	-3	i
O=C(O)C1CSC(c2coc3ccccc3c2=O)N1 (stereo not drawn)	0	i	i	i	-4	-3	i	i	i	2	i
C=CCOc1ccc(C2/C(=C(\O)c3c(C)[nH]c(C(=O)OC)c3C)C(=O)C(=O)N2CCN(C)C)cc1 (stereo not drawn)	2	i	i	i	2	-6	i	i	i	0	i
CCOC(=O)N1CCN(C(=O)c2ccc(-n3c(C)ccc3C)cc2)CC1	-6	i	i	i	5	-3	i	i	i	1	i
Cc1ccc(C)c(NC(=O)c2cnc3n(c2=O)CCS3)c1	-5	i	i	i	-1	-7	i	i	i	2	i
CCCc1nnc(SCC(=O)N2CCCC(C)C2)n1CC1CCCO1 (stereo not drawn)	4	i	i	i	1	-9	i	i	i	-6	i
Cc1cccc(-n2c(SCCC(=O)O)nnc2-c2cccs2)c1C	0	i	i	i	-3	-5	i	i	i	1	i
COC(=O)c1cc(OC)c(OC)cc1NC(=O)CCc1ccc(C)o1	-2	i	i	i	0	-9	i	i	i	4	i
Cc1cc2ccccc2n2c(SCC(=O)N3CCOCC3)nnc12	-2	i	i	i	-2	-2	i	i	i	1	i
C=CCn1c(SCc2csc(C)n2)nc2scc(-c3ccc(C)o3)c2c1=O	15	i	i	i	-8	-19	i	i	i	3	i
CN1CCc2c1nc1ccccc1c2N (tested in a mixture with another compound)	4	i	i	i	2	-4	i	i	i	-7	i
CCC1C(=O)N=C(SCC(=O)Nc2ccc(C)cc2)N(c2ccccc2)C1=O (stereo not drawn)	-2	i	i	i	-1	-5	i	i	i	3	i
COC(=O)c1sccc1-c1ccc(/C=N/OCc2c(Cl)cccc2Cl)o1	-5	i	i	i	0	-9	i	i	i	2	i
CSCC[C@H](NC(=O)c1nn(C)c(=O)c2ccccc12)c1nc2ccccc2[nH]1	-3	i	i	i	-2	-7	i	i	i	7	i
Cc1ncc(CN2CCC(CO)(CCc3ccccc3)CC2)s1	-2	i	i	i	2	-8	i	i	i	1	i
O=C(c1cc(Cl)c(=O)n(Cc2ccccc2)c1)N1CCOCC1	-3	i	i	i	0	-5	i	i	i	4	i
COc1ccc(C2(O)CCN(CC(=O)Nc3nc(-c4ccccc4)cs3)CC2)cc1	4	i	i	i	-11	-12	i	i	i	-1	i
c1csc(CCNc2ncnc3sc4c(c23)CCC4)c1	40	-8.7*	i	i	5	-18	i	i	i	-3	i
CC(=O)Nc1cccc(C(=O)OCC(=O)Nc2nnc(-c3ccccc3)o2)c1	nt	i	i	i	-1	-9	i	i	i	0	i
Cc1ccc(/C=N/Nc2cccc(C(=O)O)c2)s1	0	i	i	i	-4	-7	i	i	i	-14	i
CC(=O)c1sc(NC(=O)C2CSC3(C)CCC(=O)N23)nc1-c1ccccc1 (stereo not drawn)	5	i	i	i	15	-6	i	i	i	-3	i
Cc1cccc2c(N=NC(=O)C(C)n3cnc4ccccc4c3=O)c(O)[nH]c12 (stereo not drawn)	-5	i	i	i	-3	-9	i	i	i	-2	i
Cc1ccc(C(=O)Nc2cccc(C(=O)N/N=C/c3ccc(F)cc3)c2)cc1	-9	i	i	i	-1	-11	i	i	i	3	i
O=[N+]([O-])c1ccc(Cl)c(S(=O)(=O)n2ccnc2)c1	11	i	i	i	-2	-8	i	i	i	-5	i
O=S(=O)(c1ccccc1)c1nc(-c2ccccc2)oc1NCCCN1CCOCC1	nt	i	i	i	2	-15	i	i	i	2	i
CCCNC(=O)COC(=O)CCC(=O)c1ccc(F)cc1	14	i	i	i	-2	-4	i	i	i	3	i
O=C(CSCc1ccc(Br)cc1)N1CCCC1	-5	i	i	i	0	-6	i	i	i	-2	i
CC(=O)NS(=O)(=O)c1ccc(N)cc1	2&10	i	i	i	-3&-2	-4	i	i	i	1	i
Nc1nc2c(ncn2COC(CO)CO)c(=O)[nH]1	-3	i	i	i	0	-7	i	i	i	-1	i
C/C(=N\NC(=O)c1ccc(Cn2cc(Br)cn2)o1)c1cccc(NC(=O)C(C)(C)C)c1	6	i	i	i	0	-10	i	i	i	-1	i
O=C(C(c1ccccc1)c1ccccc1)N1CCN(CCN2C(=O)c3cccc4cccc(c34)C2=O)CC1	-3	i	i	i	-1	-15	i	i	i	-1	i
CC(C)C(NC(=O)C(NC(=O)C1OC2OC(C)(C)OC2C2OC(C)(C)OC12)C(C)C)C(=O)O (stereo not drawn)	-2	i	i	i	-2	-5	i	i	i	3	i

(next part)
SMILES	Dyrk1A ADPGlo	KCNK3 inh	KCNK9 block	KCNQ1 pot	GSK3 alpha inh	hERG protect	RGS4 inh	PolyA inhibitor	RGS4 act	GSK3beta inhib	KCNQ1 block
CC(C)C(=O)NC(NC(=S)NC1CCS(=O)(=O)C1)C(Cl)(Cl)Cl (stereo not drawn)	-3	i	i	i	-1	0	i	i	i	2	i
CN1CCCCCC1=NC1=C(C#N)CCCC1	4	i	i	i	-2	-11	i	i	i	-2	i
CCOC(=O)C(NC(=O)c1ccccc1)(Nc1cccc(C)n1)C(F)(F)F (stereo not drawn)	-3	i	i	i	0	-6	i	i	i	1	i
CCOC(=O)c1c(NC(=O)C2CCCCC2)sc2c1CCN(C(C)C)C2	-5	i	i	i	3	-9	i	i	i	1	i

Screens deposited in PubChem by several laboratories.

This is a subset (hit frequency here may not be typical).
